# Assay outcomes as filed in PubChem BioAssay.
# Bim-Bcl-2: disrupts Bim peptide binding to human Bcl-2 | 190,000 tested, 0.06% active | P10415 | inhibition, % at 10 µM | Bead-based flow cytometry, Bim peptide-Bcl-2 binding; in the data active = inhibition above about 40%; inconclusive = no clear call, values can overlap the other calls;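 also: 0% = no compound wells with probe peptide and 100% = reference peptide inhibitor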
# Target sequence (P10415 whole entry, looked up): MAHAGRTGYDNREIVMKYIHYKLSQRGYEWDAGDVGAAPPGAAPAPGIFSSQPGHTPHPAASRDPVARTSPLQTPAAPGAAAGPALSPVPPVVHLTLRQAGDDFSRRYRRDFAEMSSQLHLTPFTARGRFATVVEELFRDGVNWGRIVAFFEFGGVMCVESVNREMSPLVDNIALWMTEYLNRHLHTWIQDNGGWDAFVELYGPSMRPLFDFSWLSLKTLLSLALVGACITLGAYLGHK
# ABCG2 block: inhibitors of human ABCG2 transporter, ABCB1 counter-screen; 190,000 tested, 0.1% active; IgMXP3 cells, JC-1 efflux, flow cytometry; AID 1325; inhibition, % at 6.6 µM;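 active = inhibition above 80%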;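 also: 0% = DMSO and 100% = nicardipine control wells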
#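 System: two drug-resistant human cell lines, ABCG2 and ABCB1; controls: nicardipine high and DMSO low controls; times: 10 min exposure at 25 °C with rotation, no wash; detection: flow cytometry of retained JC-1 fluorescence; read-out basis: percent efflux inhibition, scaled nicardipine 100% to DMSO 0%; doses: one concentration, 6.6 µM final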
# Bim-Bcl-W: inhibitors of Bim-Bcl-W interaction, human; Q92843; bead-based flow cytometry, Bim peptide-Bcl-W binding; inhibition, % at 10 µM; 190,000 tested, 0.02% active; AID 952;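 also: 0% = bound tracer without compound and 100% = peptide blocker; higher means less fluorescent Bim peptide bound to Bcl-W beads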
# Target sequence (Q92843 whole entry, looked up): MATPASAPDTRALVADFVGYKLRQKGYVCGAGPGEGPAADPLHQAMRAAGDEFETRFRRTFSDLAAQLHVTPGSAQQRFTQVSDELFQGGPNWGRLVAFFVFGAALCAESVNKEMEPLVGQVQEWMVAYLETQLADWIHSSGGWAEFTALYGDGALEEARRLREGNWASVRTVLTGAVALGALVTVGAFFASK
# RGS4-Gao reg: modulates binding of RGS4 to human Galphao. binding response (% of control), % at 10 µM. 220,000 tested, 0.33% active. P09471. AID 1415. Multiplexed bead flow cytometry; actives lie on both sides; in the data active = binding response below about 49% or above about 150%; inactive = in between;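 also: fluorescent Galphao activated with aluminum fluoride binding bead-coupled RGS4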
# Target sequence (P09471 whole entry, looked up): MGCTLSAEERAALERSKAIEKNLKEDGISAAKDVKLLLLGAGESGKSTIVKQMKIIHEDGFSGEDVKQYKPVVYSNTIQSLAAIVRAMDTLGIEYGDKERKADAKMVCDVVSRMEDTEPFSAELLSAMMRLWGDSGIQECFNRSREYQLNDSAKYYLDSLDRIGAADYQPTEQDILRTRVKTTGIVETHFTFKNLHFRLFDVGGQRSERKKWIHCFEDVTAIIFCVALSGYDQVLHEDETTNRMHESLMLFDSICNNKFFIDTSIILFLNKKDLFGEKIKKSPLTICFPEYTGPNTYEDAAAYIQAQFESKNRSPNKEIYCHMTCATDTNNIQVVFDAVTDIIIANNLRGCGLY
# RGS7-Gao: modulates binding of RGS7 to human Galphao; P09471; Multiplexed bead flow cytometry; actives lie on both sides; binding response (% of control), % at 10 µM; 220,000 tested, 0.35% active; AID 1439; in the data active = binding response below about 49% or above about 150%; inconclusive = no clear call, values can overlap the other calls; inactive = in between;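 also: fluorescent Galphao held in activated GDP-AlF4 state binding bead-coupled RGS7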
# Bcl-XL Bim block: disrupts Bim peptide binding to human Bcl-XL. Q07817. bead flow cytometry, fluorescence. inhibition, % at 10 µM. 190,000 tested, 0.04% active. AID 1007
# Target sequence (Q07817 whole entry, looked up): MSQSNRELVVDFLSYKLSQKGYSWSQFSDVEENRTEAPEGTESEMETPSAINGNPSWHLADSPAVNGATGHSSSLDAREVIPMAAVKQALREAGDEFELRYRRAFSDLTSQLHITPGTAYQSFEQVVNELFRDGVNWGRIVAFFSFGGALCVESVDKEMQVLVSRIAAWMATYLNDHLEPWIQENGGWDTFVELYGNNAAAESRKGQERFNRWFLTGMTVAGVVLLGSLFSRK
# Bim-Bcl-B: disrupts Bim peptide binding to human Bcl-B; Q9HD36; bead-based flow cytometry; inhibition, % at 10 µM; 190,000 tested, 0.073% active; AID 951;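 also: 0% = tracer peptide without compound and 100% = reference inhibitor peptide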
# ABCB1 inh: inhibitors of human ABCB1 transporter, ABCG2 counter-screen. inhibition, % at 6.6 µM. P08183. 190,000 tested, 0.067% active. AID 1326. CCRF-Adr cells, JC-1 efflux, flow cytometry; in the data active = inhibition above about 40%;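 also: 0% = vehicle and 100% = reference inhibitor; higher value means more JC-1 retained so stronger ABCB1 efflux block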
# RGS8-Gao reg: regulators of human RGS8-Galphao interaction; 220,000 tested, 0.34% active; multiplexed bead flow cytometry, RGS8-Galphao binding; actives lie on both sides; P09471; response (percent of control binding), % at 10 µM; in the data active = response below about 60% or above about 140%; inactive = in between;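 also: Galphao activated as the GDP aluminium fluoride complex binding bead-coupled RGS8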
# Bim-Bfl-1: human Bim-Bfl-1 interaction inhibition; Bead-based flow cytometry, Bim-Bfl-1 binding inhibition; inhibition, % at 10 µM; 190,000 tested, 0.12% active; AID 1008;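 also: 0% = wells without compound plus tracer and 100% = blocker peptide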
# GSH bead fluor: compound fluoresces at 488/530 nm on GSH beads | GSH beads flow cytometry, compound fluorescence 488/530 nm; stronger effect = higher value | fluorescence (KMESF) at 10 µM | AID 1776 | 190,000 tested, 0.25% active; in the data active = fluorescence above about 89;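 also: glutathione beads carrying GST-tagged Bcl family fusion proteins plus one bare bead set; values are compound well signal with DMSO vehicle wells as background; inactives centre near 16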
# The depositor's hits bear a star; ? = inconclusive. Rule as the data show it, unless noted: active = inhibition above about 40%.
[1] CCC(C)[C@H](N)c1cn([C@@H](CCCCN)C(=O)N2CCNCC2)nn1 (stereo not given in full)
[2] CCOC(=O)c1c(C2COc3ccccc3O2)csc1NC(=O)c1ccco1 (stereo not given)
[3] COc1ccc(CNc2nc3c(c(C(F)(F)F)n2)CCCCC3)cc1
[4] O=C1CC(c2cccs2)CC(O)=C1C=NCCN1CCNCC1 (stereo not given)
[5] CCOc1cc(/C=N/N=C2/NC(=O)C(CC(=O)O)S2)ccc1OCc1ccccc1Cl (stereo not given)
[6] CCCCCCCC1=CC2=CC(=O)C(C)(OC(C)=O)C(=O)C2=CN1CCc1ccccc1 (stereo not given)
[7] CN1CCN(c2ccc(C(=O)c3ccccc3)cc2[N+](=O)[O-])CC1
[8] CCOC(=O)CNC(=O)C(CO)NC(=O)OCc1ccccc1 (stereo not given)
Compound	1	2	3	4	5	6	7	8
ABCB1 inh	0.1	0.4	0.3	-0.1	-0.6	2.5	0.9	0.1
RGS7-Gao	98.7	126.5	98.7	107.7	96.5	97.8	104.2	93.0
GSH bead fluor	20	29	13	13	8	16	11	30
RGS4-Gao reg	95.7	94.1	99.6	105.2	97.4	91.5	104.8	90.2
Bcl-XL Bim block	2.0	8.0	-4.0	-1.0	-5.0	-5.0	-6.0	-4.0
Bim-Bcl-2	-1.0	-9.0	-6.0	-4.0	-3.0	9.0	0.0	-8.0
Bim-Bcl-B	-2.0	-44.0	-8.0	-1.0	-7.0	-7.0	-3.0	-6.0
ABCG2 block	0.6	0.6	1.4	-0.2	-1.1	20.4	6.4	1.9
Bim-Bfl-1	-3.0	23.0	-12.0	0.0	-10.0	11.0	-1.0	-10.0
Bim-Bcl-W	2.0	-1.0	0.0	-1.0	-3.0	1.0	-3.0	0.0
RGS8-Gao reg	95.6	77.6	98.9	103.0	100.5	99.5	107.8	95.1

[9] CCOC(=O)C1=C(C)N=C2SCCC(=O)N2C1c1cccs1 (stereo not given)
[10] COc1ccc(NC(=S)N/C(=N/S(=O)(=O)c2ccc(C)cc2)c2ccccc2)cc1
[11] CCN(CC)c1ccc(S(=O)(=O)Nc2cc(Cl)ccc2Cl)cc1NC(=S)NC(=O)C1CCCC1
[12] C/C(=N\NC(=O)c1nn(C)cc1Br)c1ccncc1
[13] Cc1c(NC(=S)NC(=O)C2CCCCC2)c(=O)n(-c2ccccc2)n1C
[14] O=S(=O)(CC(CN1CCCCC1)N1CCCCC1)c1ccccc1 (stereo not given)
[15] COc1ccc(S(=O)(=O)N2CCN(c3ccccc3OC)CC2)cc1OC
[16] O=C(NC(=S)NCCC1=CCCCC1)c1ccco1
Compound	9	10	11	12	13	14	15	16
ABCB1 inh	1.1	0.7	-0.3	0.2	0.8	0.0	0.5	0.4
RGS7-Gao	95.7	?	97.2	98.7	14.8*	105.6	98.8	?
GSH bead fluor	33	12	20	15	23	13	35	15
RGS4-Gao reg	98.1	100.6	96.6	99.8	7.8*	101.6	102.1	101.7
Bcl-XL Bim block	-5.0	-2.0	-2.0	-7.0	-8.0	-4.0	-10.0	-2.0
Bim-Bcl-2	-1.0	-2.0	1.0	-3.0	0.0	-6.0	-11.0	-5.0
Bim-Bcl-B	-3.0	-6.0	1.0	-5.0	-2.0	-6.0	-8.0	-4.0
ABCG2 block	3.5	2.3	-5.0	14.4	0.9	-0.3	4.1	4.5
Bim-Bfl-1	0.0	-2.0	0.0	-15.0	-2.0	-6.0	-18.0	-7.0
Bim-Bcl-W	-5.0	-1.0	3.0	-2.0	-3.0	-2.0	-1.0	-2.0
RGS8-Gao reg	99.7	99.4	92.8	100.8	17.4*	102.1	101.7	102.2

# Some entries already given with just GSH bead fluor and RGS8-Gao reg:
no.	SMILES	GSH bead fluor	RGS8-Gao reg
3	COc1ccc(CNc2nc3c(c(C(F)(F)F)n2)CCCCC3)cc1	13	98.9
4	O=C1CC(c2cccs2)CC(O)=C1C=NCCN1CCNCC1 (stereo not given)	13	103.0
5	CCOc1cc(/C=N/N=C2/NC(=O)C(CC(=O)O)S2)ccc1OCc1ccccc1Cl (stereo not given)	8	100.5

# The results go on.
[17] COC(=O)c1ccc(NC(=O)C2CCCN(S(C)(=O)=O)C2)cc1 (stereo not given)
[18] C/C(O)=C\c1nc(=O)c2c(C)cc(C)nc2n1-c1ccccc1
[19] CN(C)c1nc(Cl)nc(NCCOc2ccccc2)n1
[20] CC(NC(=O)c1cc(COc2c(F)cccc2F)on1)c1cnn(-c2ccccc2)c1 (stereo not given)
[21] O=c1cc(CNC2CCCCC2)c2ccccc2[nH]1
[22] O=C(c1cccs1)N1CCN(Cc2nc3ccccc3c(=O)[nH]2)CC1
[23] O=S(=O)(c1ccc(Cl)cc1)N1CCC(O)(CN2CCN(Cc3ccccc3)CC2)CC1
[24] O=c1c2ccccc2cnn1Cc1n[nH]c(=S)n1-c1ccc(F)c(Cl)c1
Compound	17	18	19	20	21	22	23	24
ABCB1 inh	0.6	0.5	-0.5	0.7	0.3	0.3	0.2	1.5
RGS7-Gao	?	99.1	96.9	102.5	99.0	103.3	103.5	102.8
GSH bead fluor	14	32	14	16	20	17	25	10
RGS4-Gao reg	98.3	99.6	97.2	102.3	101.3	101.6	101.3	97.2
Bcl-XL Bim block	-3.0	-10.0	0.0	0.0	-2.0	-2.0	-6.0	-5.0
Bim-Bcl-2	-4.0	-14.0	1.0	-1.0	-4.0	-4.0	-4.0	-1.0
Bim-Bcl-B	-5.0	-11.0	0.0	-2.0	-2.0	0.0	-4.0	-29.0
ABCG2 block	10.6	10.1	-6.1	3.6	2.1	1.0	2.8	1.6
Bim-Bfl-1	-3.0	-16.0	0.0	-2.0	-1.0	-3.0	-5.0	6.0
Bim-Bcl-W	1.0	-3.0	-1.0	0.0	0.0	-1.0	0.0	-1.0
RGS8-Gao reg	95.3	99.5	99.9	104.9	99.5	102.3	98.8	95.3

# Marked active in RGS4-Gao reg (from the list above):
no.	SMILES	RGS7-Gao	GSH bead fluor	RGS4-Gao reg	Bcl-XL Bim block	Bim-Bcl-2	Bim-Bcl-B	Bim-Bfl-1	Bim-Bcl-W	RGS8-Gao reg
13	Cc1c(NC(=S)NC(=O)C2CCCCC2)c(=O)n(-c2ccccc2)n1C	14.8*	23	7.8*	-8.0	0.0	-2.0	-2.0	-3.0	17.4*

# The results go on.
[25] CC(C)CNC(=O)c1ccccc1NC(=O)c1ccc(CN2CCOCC2)cc1
[26] C/C(CC(O)(/C=N/O)c1ccccc1)=N\O (stereo not given)
[27] NC(=O)C1(N2CCCCC2)CCN(C(=O)CSc2nc3ccccc3[nH]2)CC1
[28] Cc1sc2nc(SCC(=O)NCCO)n(C)c(=O)c2c1C
[29] COC12NC(=O)N(C)C1(OC)C(=O)N(C)C(=O)N2C (stereo not given)
[30] CC(C)CC(=O)Nc1ccc2oc(-c3cccnc3)nc2c1
[31] Oc1ccccc1N=Nc1nc(-c2ccccc2)c(-c2ccccc2)[nH]1
[32] CCCCNC(=O)N1CCN(c2ccccc2OCC)CC1
Compound	25	26	27	28	29	30	31	32
ABCB1 inh	0.8	0.9	1.1	0.4	0.9	0.2	-0.4	0.2
RGS7-Gao	102.4	102.6	99.4	96.6	103.9	103.5	103.8	99.9
GSH bead fluor	19	29	23	11	10	43	19	57
RGS4-Gao reg	97.3	99.2	97.3	98.6	99.4	101.5	99.7	101.1
Bcl-XL Bim block	0.0	-8.0	-2.0	-2.0	-5.0	0.0	-4.0	-10.0
Bim-Bcl-2	-3.0	-5.0	0.0	-7.0	-1.0	-2.0	2.0	-9.0
Bim-Bcl-B	-3.0	-10.0	-1.0	-8.0	-3.0	-2.0	0.0	-6.0
ABCG2 block	3.7	3.2	1.4	3.9	13.8	1.7	-0.8	1.0
Bim-Bfl-1	-1.0	-14.0	2.0	-14.0	0.0	-7.0	2.0	-16.0
Bim-Bcl-W	-1.0	-1.0	0.0	1.0	-4.0	1.0	-2.0	-5.0
RGS8-Gao reg	101.6	98.5	100.6	100.6	106.1	102.1	103.4	100.2

[33] Cn1c(=O)c(=O)n(C)c2cc(S(=O)(=O)NCc3ccc(Cl)cc3)ccc21
[34] Cc1nn(-c2ccccc2)c(C)c1/C=N\NS(=O)(=O)c1ccc(Cl)cc1
[35] NC(=O)CSc1c[nH]c2ccccc12
[36] Cc1cccc(N2CN(Cc3cccnc3)CNC2=S)c1C
[37] COc1ccc(C(CC(=O)O)NC(=O)OC(C)(C)C)cc1 (stereo not given)
[38] COc1ccccc1CNC(=O)C(NS(=O)(=O)c1ccc2c(c1)oc(=O)n2C)C(C)C (stereo not given)
[39] CCN(Cc1ccccc1)C(=O)Cn1c(C(C)O)nc2ccccc21 (stereo not given)
[40] COc1ccccc1NC(=O)CSc1nccc(=O)[nH]1
[41] Cc1cc(=O)c2n(Cc3ccccc3Cl)nc[n+]2[nH]1
[42] Fc1ccc(C2c3cccn3CCN2C(=S)Nc2cccc(Br)c2)cc1 (stereo not given)
[43] CC1=C(C(=O)Nc2ccc(C)cc2)C(c2ccc(C)o2)C2=C(CC(C)(C)CC2=O)N1 (stereo not given)
Compound	33	34	35	36	37	38	39	40	41	42	43
ABCB1 inh	-0.1	0.4	-0.1	0.3	0.7	0.5	1.6	0.5	1.1	-0.2	1.4
RGS7-Gao	?	100.6	25.2*	99.8	98.6	99.1	?	92.4	95.2	102.6	98.9
GSH bead fluor	11	41	25	17	18	17	13	41	28	8	35
RGS4-Gao reg	101.2	97.6	30.0*	98.4	99.5	96.0	99.2	91.4	99.3	102.7	101.4
Bcl-XL Bim block	0.0	3.0	-7.0	-6.0	-4.0	-1.0	1.0	-12.0	-11.0	-2.0	0.0
Bim-Bcl-2	0.0	-6.0	-8.0	-6.0	0.0	-9.0	-1.0	-12.0	-9.0	0.0	-7.0
Bim-Bcl-B	-2.0	-6.0	-9.0	-8.0	-5.0	-5.0	-2.0	-10.0	-11.0	2.0	-6.0
ABCG2 block	-0.4	10.3	1.4	4.1	5.2	1.1	4.3	1.5	11.6	-0.2	22.1
Bim-Bfl-1	0.0	-10.0	-14.0	-14.0	0.0	-12.0	-5.0	-13.0	-25.0	7.0	-11.0
Bim-Bcl-W	-2.0	2.0	0.0	-5.0	0.0	1.0	-2.0	-4.0	-7.0	-1.0	-1.0
RGS8-Gao reg	105.4	99.0	27.5*	100.2	100.0	96.8	102.8	91.0	101.7	96.2	101.3

# Already shown: 4 of the compounds above.
[40] COc1ccccc1NC(=O)CSc1nccc(=O)[nH]1
[41] Cc1cc(=O)c2n(Cc3ccccc3Cl)nc[n+]2[nH]1
[42] Fc1ccc(C2c3cccn3CCN2C(=S)Nc2cccc(Br)c2)cc1 (stereo not given)
[43] CC1=C(C(=O)Nc2ccc(C)cc2)C(c2ccc(C)o2)C2=C(CC(C)(C)CC2=O)N1 (stereo not given)
Compound	40	41	42	43
ABCB1 inh	0.5	1.1	-0.2	1.4
RGS7-Gao	92.4	95.2	102.6	98.9
GSH bead fluor	41	28	8	35
RGS4-Gao reg	91.4	99.3	102.7	101.4
Bcl-XL Bim block	-12.0	-11.0	-2.0	0.0
Bim-Bcl-2	-12.0	-9.0	0.0	-7.0
Bim-Bcl-B	-10.0	-11.0	2.0	-6.0
ABCG2 block	1.5	11.6	-0.2	22.1
Bim-Bfl-1	-13.0	-25.0	7.0	-11.0
Bim-Bcl-W	-4.0	-7.0	-1.0	-1.0
RGS8-Gao reg	91.0	101.7	96.2	101.3
